KDM5B inhibitor = KDM5B demethylase inhibition; 2.6% of 220,000 active; Q9UGL1; Potency, µM (highest dose often 57.7 µM), inactives show at the highest dose activity change, negative = inhibition, usual class: inhibitors; KDM5B demethylase, FDH-coupled NADH fluorescence (FDH is formaldehyde dehydrogenase); active means well fitted inhibition curve with a large enough effect; inconclusive means small, poorly fitted or top-dose-only effect; inactive means no such curve, though single readings can be large or run the other way; further: 0% is about no effect; nearly all actives have a fitted effect of over 70% in size
Target sequence (Q9UGL1 whole entry, looked up): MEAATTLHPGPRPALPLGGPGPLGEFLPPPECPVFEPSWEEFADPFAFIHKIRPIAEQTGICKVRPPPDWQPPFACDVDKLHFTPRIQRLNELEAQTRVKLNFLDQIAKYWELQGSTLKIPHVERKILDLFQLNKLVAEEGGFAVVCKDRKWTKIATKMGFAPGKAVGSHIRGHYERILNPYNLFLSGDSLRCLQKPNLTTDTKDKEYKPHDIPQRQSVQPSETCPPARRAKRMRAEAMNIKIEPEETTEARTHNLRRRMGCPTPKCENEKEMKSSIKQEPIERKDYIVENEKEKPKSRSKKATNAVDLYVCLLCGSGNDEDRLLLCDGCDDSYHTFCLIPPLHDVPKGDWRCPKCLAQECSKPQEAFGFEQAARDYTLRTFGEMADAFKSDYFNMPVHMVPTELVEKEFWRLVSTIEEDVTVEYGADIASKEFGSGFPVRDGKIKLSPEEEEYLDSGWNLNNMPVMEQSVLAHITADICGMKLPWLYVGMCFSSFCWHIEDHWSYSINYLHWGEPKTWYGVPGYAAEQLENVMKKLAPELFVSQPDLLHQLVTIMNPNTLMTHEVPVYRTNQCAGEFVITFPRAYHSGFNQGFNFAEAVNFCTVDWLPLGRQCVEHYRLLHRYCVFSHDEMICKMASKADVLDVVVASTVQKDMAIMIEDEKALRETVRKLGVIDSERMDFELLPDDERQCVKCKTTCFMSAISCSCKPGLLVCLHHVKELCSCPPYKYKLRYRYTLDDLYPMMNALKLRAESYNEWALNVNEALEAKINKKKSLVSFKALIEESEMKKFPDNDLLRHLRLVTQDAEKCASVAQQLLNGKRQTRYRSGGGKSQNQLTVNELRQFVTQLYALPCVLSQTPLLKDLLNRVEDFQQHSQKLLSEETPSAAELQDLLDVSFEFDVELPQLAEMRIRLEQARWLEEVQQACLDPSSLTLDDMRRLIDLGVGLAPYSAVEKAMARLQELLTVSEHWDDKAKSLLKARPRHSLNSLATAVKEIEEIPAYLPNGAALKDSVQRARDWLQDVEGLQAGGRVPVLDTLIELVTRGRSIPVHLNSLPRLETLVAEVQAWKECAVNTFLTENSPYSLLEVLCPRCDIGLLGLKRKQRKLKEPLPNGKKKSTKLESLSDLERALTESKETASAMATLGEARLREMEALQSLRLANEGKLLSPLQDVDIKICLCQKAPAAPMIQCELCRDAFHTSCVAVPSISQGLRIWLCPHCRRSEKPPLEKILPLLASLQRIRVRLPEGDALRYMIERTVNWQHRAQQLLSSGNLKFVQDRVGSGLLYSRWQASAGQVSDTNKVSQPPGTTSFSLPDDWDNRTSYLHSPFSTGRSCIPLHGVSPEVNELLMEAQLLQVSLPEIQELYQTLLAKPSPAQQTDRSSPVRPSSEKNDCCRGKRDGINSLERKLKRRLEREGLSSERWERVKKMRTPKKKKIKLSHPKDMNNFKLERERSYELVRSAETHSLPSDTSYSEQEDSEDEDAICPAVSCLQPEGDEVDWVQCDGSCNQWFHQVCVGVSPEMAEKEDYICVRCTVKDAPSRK
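qHTS format, multiple compound concentrations. Buffer 50 mM HEPES pH 7.5/0.01% Tween-20; 200 nM KDM5BΔAP final; 10 min compound preincubation; substrate-mix levels 12.5 µM peptide, 25 µM α-KG, 0.25 mM NAD⁺; 30 min RT; ΔRFU.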
The depositor's hits bear a star; u = inconclusive; & = joins results of further samples; [ ] = dose if it differs, or a comment. Potency means the concentration at half of the fitted maximal effect. Not all compounds are listed (hit frequency here may not be typical).

SMILES | KDM5B inhibitor
Cc1ccc(CCNC(=O)c2oc(=O)c3ccccc3c2-c2ccc(C)cc2)cc1 | -12.3%
Cc1cn(CC(=O)NC(c2nnc3n2CCNCC3)C(C)C)c(=O)[nH]c1=O (stereo not given) | 27.6%
O=C(Nc1ccc(-c2nnc3n2CCCC3)cc1)c1ccc[nH]c1=O | -0.4%
CCC(=O)N1CCN(c2ccc(Cl)cc2NC(=O)c2ccc(C#N)cc2F)CC1 | 10.4%
O=C(CCNS(=O)(=O)/C=C/c1ccccc1)Nc1cc(Cl)cc(Cl)c1 | -1.0%
COCCNc1cc(N2CCN(C3CCCCC3)CC2)c2noc3c2c1C(=O)c1ccccc1-3 | u
Cc1cccc(NC(=O)CSc2nccn2-c2cccc(Cl)c2)c1C | -6.8%
Cc1ccccc1C(=O)N1CCC(c2n[nH]c(=O)n2-c2ccccc2)CC1 | -4.1%
Cc1noc([C@@H]2CN(C(=O)CCc3c[nH]c4ccccc34)C[C@H]2CO)n1 | -10.6%
Cc1ccc(N(C)C(=O)Cn2cc(S(=O)(=O)N3CCCC3)c(S(=O)(=O)N3CCCC3)c2)cc1 | -11.3%
Cc1ccc(C)c(C(=O)N2CCC(c3nc4c(nnn4Cc4ccccc4)c(=O)[nH]3)CC2)c1 | 5.6%
CCn1c(C(=O)Nc2ccc(C)cc2C)cc2sc(Cl)cc21 | u
Brc1ccc(-c2nc(-c3cccnc3)no2)cc1 | 21.7%
COc1ccc(-n2ncc(C(=O)NCc3ccco3)c2C2CCN(C(=O)OC(C)(C)C)CC2)cc1 | -14.2%
CCn1ccc2cc(S(=O)(=O)N3CCCN(C(=O)Nc4cc(Cl)ccc4C)CC3)ccc21 | -10.7%
COC(=O)c1cn(C(=O)c2cccc(C)c2)c2ccccc12 | 10.5%
Cc1cc(NC2CCCC2)n2nc(C)c(-c3ccccc3)c2n1 | u
Cc1ccc([N+](=O)[O-])cc1NC(=O)CN(C)CCOc1ccccc1 | u
CCCC(C(=O)NCc1ccc(OC)cc1)c1ccccc1 (stereo not given) | 13.4%
CCCCC1(C)NC(=O)N(c2ccc(Br)cc2)N1 (stereo not given) | -0.8%
CC(=O)N1CCC(Cc2ncc(C)n2C2CC2)C1 (stereo not given) | 2.2%
C1CNCC(c2nc(CCOCC3CCOCC3)no2)C1 (stereo not given) | 98.8%[activator]
Cc1noc(C)c1S(=O)(=O)N1[C@@H]2CC[C@H]1CC(NC(=O)c1ccc(F)cc1)C2 (stereo not given in full) | 4.5%
CCOc1ccc(S(=O)(=O)N(C(=O)c2ccncc2)c2ccc3oc(C)c(C(=O)OC)c3c2)cc1 | 14.9%
CCOC(=O)C1CCN(C(=O)CSc2c3c(nc4ccc(Cl)cc24)CCCC3)CC1 | -8.5%
Cc1ccc(C)c(N2C(=O)N(Cc3ccccc3C)c3ccccc3S2(=O)=O)c1 | -19.6%
CCc1nn(CC(=O)N2CCCCC2)c(=O)c2cc3sccc3n12 | -45.5%
O=C(NCc1ccc(Cl)nc1)c1cn2c(n1)CN(C(=O)c1ccccc1F)CC2 | -8.2%[115 µM]
Cc1ccc(-c2nnc(C3CN(C(=O)c4ccc(F)cc4F)CC34CCOCC4)o2)cc1 (stereo not given) | -0.9%
CCCCN1C(=O)C(CC(=O)N2CCCCC2)Sc2ncccc21 (stereo not given) | -19.8%
COC(=O)c1ccccc1NC(=O)Nc1nnc(N2CCCCC2C)s1 (stereo not given) | -17.0%
COc1ccc(-n2c(SCC(=O)Nc3cc(C(=O)O)ccc3C)nc3ccccc3c2=O)cc1Cl | -12.8%
CN(C)C[C@@H]1CN(C2CCOCC2)C[C@H]1NC(=O)C1CC=CCC1 (stereo not given in full) | u
Cc1ccc(-c2nnc3ccccc3c2C(=O)Nc2cccc(C(F)(F)F)c2)cc1 | -25.0%
Cc1ccc(-c2cc3ncc(C(=O)c4cc(Cl)c(C)cc4O)cn3n2)cc1 | -17.4%&-28.1%
CC(=O)N1CCCC2(C1)Nc1cccnc1NC2=NCc1ccccc1 (stereo not given) | u
CCOCCCNC(=O)C1(O)c2cc(Br)ccc2NC(=O)N1c1ccc(CC)cc1 (stereo not given) | 21.6%
CCOC(=O)c1cccc(NC(=O)c2cc(S(=O)(=O)N3CCCCCC3)cn2C)c1 | -7.0%
COc1cc(NC(=O)c2ccccc2Br)ccc1NC(=O)c1cc2ccccc2o1 | 7.1%
COC[C@@H]1CN(S(=O)(=O)c2cn(C)cn2)C[C@H]1c1ccncc1 | 10.0%
Cn1c(=O)n(CC(=O)O)c(=O)c2c1nc1n2CCCN1c1ccc(Cl)cc1 | 2.9%
CCCN(CCC)CCNC(=O)Cn1cnc2sc(C)c(S(=O)(=O)N3CCN(c4ccccc4OC)CC3)c2c1=O | -25.5%
Cc1ccc(/C=C/c2onc(C)c2S(=O)(=O)N2CCC(C(=O)Nc3ccc(Br)c(C)c3)CC2)cc1 | -18.0%
CC(C)NC(=O)N1CCN2C(=O)c3cc(-c4ccccc4F)ccc3NC(=O)[C@H]2C1 | u
O=C(CSc1nc2ccccc2c(=O)n1-c1ccccc1)c1cccc([N+](=O)[O-])c1 | 28.7%

Part of the list above in another layout:
Structure	KDM5B inhibitor
Cc1ccc(CCNC(=O)c2oc(=O)c3ccccc3c2-c2ccc(C)cc2)cc1	-12.3%
Cc1cn(CC(=O)NC(c2nnc3n2CCNCC3)C(C)C)c(=O)[nH]c1=O (stereo not given)	27.6%
O=C(Nc1ccc(-c2nnc3n2CCCC3)cc1)c1ccc[nH]c1=O	-0.4%
CCC(=O)N1CCN(c2ccc(Cl)cc2NC(=O)c2ccc(C#N)cc2F)CC1	10.4%
O=C(CCNS(=O)(=O)/C=C/c1ccccc1)Nc1cc(Cl)cc(Cl)c1	-1.0%
COCCNc1cc(N2CCN(C3CCCCC3)CC2)c2noc3c2c1C(=O)c1ccccc1-3	u
Cc1cccc(NC(=O)CSc2nccn2-c2cccc(Cl)c2)c1C	-6.8%
Cc1ccccc1C(=O)N1CCC(c2n[nH]c(=O)n2-c2ccccc2)CC1	-4.1%
Cc1noc([C@@H]2CN(C(=O)CCc3c[nH]c4ccccc34)C[C@H]2CO)n1	-10.6%
Cc1ccc(N(C)C(=O)Cn2cc(S(=O)(=O)N3CCCC3)c(S(=O)(=O)N3CCCC3)c2)cc1	-11.3%
Cc1ccc(C)c(C(=O)N2CCC(c3nc4c(nnn4Cc4ccccc4)c(=O)[nH]3)CC2)c1	5.6%
CCn1c(C(=O)Nc2ccc(C)cc2C)cc2sc(Cl)cc21	u
Brc1ccc(-c2nc(-c3cccnc3)no2)cc1	21.7%

(cont.)
SMILES | KDM5B inhibitor
CN(CC(=O)NC(=O)NCC(F)(F)F)CC(=O)Nc1ccc(Cl)c(Cl)c1 | -3.1%
CC(C)CC(=O)N1CCc2nnc([C@@H]3C[C@@H](O)CN3C)n2CC1 | -14.9%
C/C(=N/NC(=O)c1cccs1)c1ccc(-c2ccccc2)cc1 | 24.8%
O=C1N(Cc2ccc(F)cc2)C[C@H]2CN(Cc3ccc(C(F)(F)F)cc3)CCN12 | u
CCn1nccc1C(=O)N1CCC2(CC1)C(OC)CN2c1ccc(C)cc1 (stereo not given) | -14.9%
CC(=O)c1ccc(NC(=O)c2nc3nc(C)cc(C(F)F)n3n2)cc1 | 11.5%
CCOc1ccc(NC(=O)CCCNC(=O)Cn2cnc3sc(C)c(C)c3c2=O)cc1 | 7.8%
O=C(Cn1ccc(=O)[nH]c1=O)N1CCC2(CCCN(C3CCCC3)C2=O)C1 (stereo not given) | -11.8%
CCOC(=O)C1=CN(CC(=O)Nc2cccc(Cl)c2)S(=O)(=O)N=C1C | 16.4%
CCCCN(C)C(=O)Cn1c(=O)n(Cc2ccc3c(c2)OCO3)c(=O)c2sccc21 | u
Cc1cccn2c(=O)c3cc(C(=O)Nc4ccc(Cl)c(Cl)c4)sc3nc12 | u
NC1CCc2n[nH]c(=O)n2CC1 (stereo not given) | 29.9%
CC(C)N1CCC(N2CCCC(N3CCN(c4cccc(C(F)(F)F)c4)CC3)C2)CC1 (stereo not given) | -23.4%
CNC(=O)N1CCC(C2CCN(C(=O)c3cccs3)C2)CC1 (stereo not given) | -10.5%
C#CCNC(=O)CC[C@@H]1CNC(=O)[C@@H]2C[C@H](NC(=O)c3cccc(F)c3)CN12 | -13.8%[86.2 µM]
CCOCCCNC(=O)C(c1ccc(OC)cc1)N(Cc1cccs1)C(=O)CNC(C)=O (stereo not given) | -2.3%
Cc1cc(C)c(CNC(=O)c2nc(-c3cccc(O)c3)cc3c2ccn3C(C)C)c(=O)[nH]1 | u
CC(C)CNc1cccc2c1S(=O)(=O)N(Cc1cn(Cc3ccc(F)cc3)nn1)Cc1ccccc1O2 | u
CC(=O)Nc1ccc(NC(=O)C2CCCN2C(=O)NCc2ccccc2)cc1 (stereo not given) | 5.7%
CC(=O)c1c[nH]c2cc(F)ccc12 | 1.1%
Cc1ccccc1-n1nc(C)c(CCC(=O)NCC2CC2)c1Oc1ccccc1 | -8.3%
COc1ccc(-c2nc3c(c(SCC(=O)Nc4cccc(O)c4)n2)Cc2c(CO)cnc(C)c2O3)cc1 | u
COC[C@@H]1CN(C(=O)c2cc(C)[nH]n2)C[C@H]1c1ccncc1 | -7.1%
CCCCN(C(=O)c1cccc(S(=O)(=O)N(CC)c2ccccc2)c1)c1c(N)n(CC(C)C)c(=O)[nH]c1=O | -9.4%
CCn1cc(-c2ccc(OC)cc2)cc1C(=O)NC(C)c1cccnc1 (stereo not given) | u
CC(=O)Nc1ccc(C2(C(=O)NCc3ccc(F)cc3)CCC2)cc1 | -15.4%
COc1ccc(C(=O)N[C@@H]2CCC[C@@H]2C(=O)NCCCN2CCCc3ccccc32)cc1 | u
Cc1nn(-c2ccccc2)c(C)c1CN(C)S(=O)(=O)c1ccc(Cl)c(Cl)c1 | 11.7%
O=C(Nc1cccc(Cl)c1)N1CCN(c2ccc(Cl)c(Cl)c2)CC1 | -7.6%
COCCOc1ncccc1-c1noc([C@@H]2CCCN2Cc2ccc(C(=O)O)cc2)n1 | u
CN1C(=O)[C@H]2CN(Cc3cc(F)ccc3F)C[C@H]2C1=O | -17.2%
Cc1cc(F)ccc1-c1[nH]nc2ncc(-c3c(C)noc3C)nc12 | u
COC(=O)Nc1ccc(CNC(=O)c2cccc(C)c2)cc1 | -0.1%
O=C(CC1N=C2c3ccccc3N=C(SCc3cccc(F)c3)N2C1=O)NC1CCCCC1 (stereo not given) | -15.7%
CC(C)C(=O)N1CCCCCNC(=O)[C@H]2C[C@H](C(=O)N3CCc4ccccc4C3)C[C@H]21 | u
O=C1Nc2ccccc2CCC1n1nc(-c2ccc(Cl)cc2)ccc1=O (stereo not given) | -7.2%
COc1cc(CNC(=O)C2CCCCC(=O)N2)cc(OC)c1 (stereo not given) | -7.3%
CCc1cccc2c1NC(=O)C21OCCO1 | 27.8%
O=C(c1ccc(-c2ncc3cnc(C4=CCOCC4)cn23)cc1)N1CCc2ccccc2C1 | 28.2µM*
COC(=O)C1CCCCN1S(=O)(=O)c1c(F)cccc1F (stereo not given) | 20.4%
O=C(Nc1ccc2nc(N3CCN(C4CCCCC4)CC3)cc(C(=O)O)c2c1)c1ccccc1F | u
COCCN1C(=O)[C@H]2CN(Cc3cc(Cl)ccc3F)C[C@H]2C1=O | 17.9%
COc1ccc(Nc2oc(-c3cccc(C)c3)nc2C#N)cc1 | u
CN1c2cc(C(=O)Nc3ccc(Cl)c(C(F)(F)F)c3)ccc2C(=O)N2CCCC21 (stereo not given) | u
COc1ccc(NC(=O)N2Cc3[nH]cnc3C[C@H]2c2nc(-c3ccc(F)cc3)no2)cc1 | -10.1%[86.2 µM]
O=C(NC1CCN(CC(F)F)CC1)c1cc2c(s1)CCCCC2 | 2.8%
CN1C(=O)[C@H]2CN(Cc3ccc(F)c(Cl)c3)C[C@H]2C1=O | -24.3%
Cc1cccc(NC(=O)Cn2c(-c3ccccc3)nc(C)cc2=O)c1 | -9.4%
CCOc1ccc(NC(=O)c2ccc(F)c(S(=O)(=O)N(CC)Cc3ccccc3)c2)cc1 | -18.3%
Cc1ccc(-n2c(C3CCN(C(=O)Cc4ccc(Cl)cc4)CC3)n[nH]c2=O)cc1 | 6.0%
CCOc1ccccc1CN1CCC2(CCN(Cc3cncs3)CC2)Oc2ccccc21 | u
NCCn1cc(C(=O)NCc2noc(Cc3ccccc3)n2)nn1 | -15.5%
Cc1ccc(-c2nc(S(=O)(=O)c3ccc(C)cc3)c(SCC(=O)Nc3ccc(F)cc3)o2)cc1 | -18.7%
COC(=O)c1ccccc1NCc1cc(=O)oc2cc(O)c(O)cc12 | u
CNC(=O)CCn1ncc2cc(OC3CCc4cccc(-c5cccnc5OC)c43)ccc21 (stereo not given) | u
CCC(=O)N1C[C@@H](Oc2ccccc2)C[C@H]1C(=O)N1CCOCC1 | -6.2%
Cc1cccc(NC(=O)Cn2c(C)cc3ccccc32)c1 | -1.6%
O=C(O)CSCc1c[nH]c2ccccc12 | 15.9%
CC(=O)N1CCN(C2CCOC3(CCN(S(=O)(=O)c4c(C)noc4C)CC3)C2)CC1 (stereo not given) | -31.8%
Cn1cc(Br)c(C(=O)N/N=C/c2cc3c(cc2Cl)OCO3)n1 | u
Later entries:
SMILES | KDM5B inhibitor
COc1ncccc1CNC[C@H]1Cn2c(-c3ccc(F)cc3)cnc2CO1 | -15.6%[86.2 µM]
O=C(Nc1ccc(Cl)cc1)N1Cc2[nH]cnc2C[C@H]1c1nc(-c2ccc3ccccc3c2)no1 | u
O=C(CSc1ccc(F)cc1)Nc1ccc(C2SCCS2)cc1 | 12.2%
O=C(c1ccc(F)cc1)N1CCN(Cc2c[nH]c3ccccc23)CC1 | u
CC(C)c1ccc2occ(CC(=O)N(Cc3ccc(F)cc3)C3CCS(=O)(=O)C3)c2c1 (stereo not given) | -20.3%
COc1ccc2c(c1OC)C(=O)OC2OC (stereo not given) | -1.3%
O=C(CSc1nc2ccccc2c(=O)[nH]1)c1ccccc1 | 10.6%
